Assay outcomes deposited in PubChem BioAssay by several laboratories.
Furin inh: blocks human furin protease activity | purified furin, fluorogenic substrate cleavage | inhibition, % at 30 µM | hit rate 0.061% among 220,000 | AID 463115; in the data active means inhibition above about 25%; further: inactives centre near -15
14-3-3 Bad PPI: disrupts binding of bovine 14-3-3 zeta to phospho-Bad peptide; inhibition, % at 21.7 µM; hit rate 0.71% among 220,000; TR-FRET 14-3-3zeta/Dy647-pBad peptide displacement, 1 h;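 active means inhibition above about 70%, limit read from the data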;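 further: 0% = full 14-3-3 plus peptide FRET controls and 100% = background without 14-3-3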
Target sequence (P63103 whole entry, looked up): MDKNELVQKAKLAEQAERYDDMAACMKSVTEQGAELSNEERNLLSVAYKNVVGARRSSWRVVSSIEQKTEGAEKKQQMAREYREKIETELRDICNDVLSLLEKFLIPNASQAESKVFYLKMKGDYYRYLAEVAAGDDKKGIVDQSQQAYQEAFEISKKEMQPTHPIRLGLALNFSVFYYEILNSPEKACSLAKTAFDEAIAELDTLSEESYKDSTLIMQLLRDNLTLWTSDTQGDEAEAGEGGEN
KLK5 inh: blocks human kallikrein 5 protease activity; hit rate 0.59% among 210,000; inhibition, % at 5 µM; recombinant hK5, fluorogenic AMC substrate cleavage; AID 873; Q9Y337;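 active means inhibition of 40% or more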;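 further: 0% = enzyme controls without compound and 100% = no-enzyme blanks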
Target sequence (Q9Y337 67-293 limits assumed): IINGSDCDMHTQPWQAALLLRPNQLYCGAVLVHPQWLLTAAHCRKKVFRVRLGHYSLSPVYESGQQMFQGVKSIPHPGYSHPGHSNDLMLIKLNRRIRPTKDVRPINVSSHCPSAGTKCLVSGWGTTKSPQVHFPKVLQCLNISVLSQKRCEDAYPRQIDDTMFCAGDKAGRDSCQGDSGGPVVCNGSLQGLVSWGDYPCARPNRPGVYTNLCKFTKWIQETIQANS
Rad51 HR inh: blocks human Rad51 in homologous recombination | Q06609 | hRad51 DNA strand exchange, fluorescence dequenching | inhibition, % at 10 µM | hit rate 0.085% among 200,000;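 active means inhibition above 40% at the single screening dose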;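 further: 0% = DMSO control wells and 100% = blanks with heterologous ssDNA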
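material = hRad51 filaments on single-stranded DNA | timing = filaments 15 min 37 °C, then compound 30 min | signal = FRET fluorescence dequenching, excitation 485 nm, emission 520 nm | benchmarks = control wells and blank wells on each plate | evaluation = percent inhibition relative to plate controls and blanks | compound = 10 µM final, single point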
thrombin 1536: thrombin (human) inhibition. P00734. AID 1046. alpha-thrombin, Boc-VPR-AMC fluorogenic substrate cleavage. hit rate 0.26% among 220,000. inhibition, % at 5 µM;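 active means inhibition at or above 40%; inactive means inhibition below 40%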;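 further: 0% = enzyme with no compound and 100% = wells without enzyme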
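Material: human alpha-thrombin protein; Also added: Boc-VPR-AMC substrate, 15 µM final; Timing: enzyme reaction carried out at room temperature; Signal: fluorescence, ex 355 nm, em 460 nm; Measure: % inhibition of thrombin; Controls: enzyme without compound as high, wells lacking enzyme as low.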
EBV gp42 block: EBV gp42 inhibition | hit rate 0.42% among 220,000 | AID 1085 | inhibition, % (tested at 21.74 µM) | Fluorescence polarization binding assay, mP read-out; in the data active means inhibition above about 50%
Target sequence (Q1HVG2 whole entry, looked up): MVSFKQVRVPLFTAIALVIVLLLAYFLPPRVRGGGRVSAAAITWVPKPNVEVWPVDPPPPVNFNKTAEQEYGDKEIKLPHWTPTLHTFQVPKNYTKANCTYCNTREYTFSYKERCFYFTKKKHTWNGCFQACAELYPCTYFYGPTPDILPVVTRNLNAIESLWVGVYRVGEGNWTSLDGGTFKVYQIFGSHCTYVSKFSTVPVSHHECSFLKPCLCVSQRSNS
eIF4E-4G inh: blocks eIF4E binding to eIF4G; P63073+Q04637; TR-FRET eIF4E-eIF4GI(517-606) binding, 2 h; inhibition, % at 21.7 µM; hit rate 0.37% among 220,000;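 further: 0% = full FRET control wells and 100% = background wells lacking eIF4GI fragment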
p47phox inh: blocks human p47phox regulatory protein of NADPH oxidases. p47phox/p22phox peptide binding, fluorescence polarization, 2 h. inhibition, % at 24.7 µM. hit rate 0.53% among 220,000. AID 1274;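 further: 0% = p47phox with labelled peptide and 100% = labelled peptide alone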
Target sequence (P14598 whole entry, looked up): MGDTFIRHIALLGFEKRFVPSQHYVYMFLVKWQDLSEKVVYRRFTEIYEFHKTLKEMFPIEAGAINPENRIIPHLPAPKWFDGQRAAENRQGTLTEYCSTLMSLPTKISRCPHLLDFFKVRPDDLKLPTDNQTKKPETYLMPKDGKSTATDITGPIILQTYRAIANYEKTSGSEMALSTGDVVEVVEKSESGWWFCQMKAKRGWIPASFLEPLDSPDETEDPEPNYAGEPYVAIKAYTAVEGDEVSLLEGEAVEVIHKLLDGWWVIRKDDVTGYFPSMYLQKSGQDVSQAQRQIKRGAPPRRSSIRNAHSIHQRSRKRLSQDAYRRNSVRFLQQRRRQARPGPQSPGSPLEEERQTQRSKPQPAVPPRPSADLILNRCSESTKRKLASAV
Cl transport mod: KCC2 (human) Cl- transport modulation | Q9H2X9 | KCC2 cells, thallium flux FluoZin-2 fluorescence | B-score of Tl+ flux slope (higher = more flux/activation; lower = inhibition) at 10 µM | hit rate 2.2% among 190,000;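 active means thallium flux slope and its plate-corrected score both differing from the plate sample mean at a set confidence after two filtering rounds, in either direction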;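 further: slope of fluorescence scaled to starting intensity during 10 to 20 s after thallium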
An asterisk follows results filed as active; nt = not tested or not shown; [ ] = another dose, or the depositor's remark.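 How the source made its calls, unless noted: active means inhibition above about 30% (limit read from the data); inactive means the rest.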 An unsorted share of the library; 4.7% or so of the library scored in one or more.

cpd	structure	Furin inh	14-3-3 Bad PPI	KLK5 inh	Rad51 HR inh	thrombin 1536
1	COc1ccc(C2C(C(=O)c3sc(C)nc3C)=C(O)C(=O)N2CCN2CCOCC2)cc1 (centres undefined)	-16[20 µM]	11	-12	-10	-1
2	Cc1ccc(NC2=Nc3ccccc3CC2)cc1	-14[20 µM]	1	0	2	5
3	Cc1ccc(-c2cc(C(=O)Nc3ccc(S(=O)(=O)Nc4onc(C)c4C)cc3)[nH]n2)c(O)c1	-12	-8	-2	nt	-7
4	C#CCOc1ccc(C2C3=C(COC3=O)Nc3cc4c(cc32)OCO4)cc1OC (centres undefined)	-10	-8	-4	nt	3
5	Cc1ccc2c(CC(=O)OCn3nnc4ccccc4c3=O)coc2c1	-25	-4	-3	0	1
6	NCCCC[C@@H]1NC(=O)c2cc([N+](=O)[O-])cc(I)c2SC[C@@H](C(N)=O)NC(=O)[C@H](CCC(N)=O)NC1=O	-12	-10	-8	-6	-1
7	COC(=O)C1=NNC2(C)C(=O)N(c3ccc(C)cc3)C(=O)C12 (centres undefined)	-25	2	3	0	-7
8	COCCN(CCOC)c1nc(S(=O)(=O)c2ccc(C)cc2)c(Cl)s1	-18[20 µM]	1	1	-4	1
9	COC(=O)C1=C(C)Nc2c(c(=O)n(C)c(=O)n2C)C1c1ccc(C)cc1 (centres undefined)	-16	-7	-3	-4	-24
10	COc1ccc(Cc2c[nH]c(=O)[nH]c2=O)cc1	-13[20 µM]	-9	-14	-9	-8
11	CCCCN(CC)Cc1ccc(CNC(=S)Nc2ccccc2F)o1	-42	-1	nt	nt	5
12	COCCOC(=O)C(C#N)c1nc2ccccc2nc1N1CCN(Cc2ccccc2)CC1 (centres undefined)	-4	-1	4	11	-4

cpd	EBV gp42 block	eIF4E-4G inh	p47phox inh	Cl transport mod
1	1	7	-6	nt
2	-21	3	-7	0.29
3	-2	3	-8	0.9
4	-11	1	7	nt
5	-14	-9	-9	nt
6	-10	6	-6	0.048
7	-6	4	-13	0.3
8	-7	-3[fluorescence artefact?]	-7	-0.52
9	-22	-1	4	0.29
10	5	-4	-13	0.4
11	-11	1	nt	-0.83
12	-3	5	-7	-1.5

Full records from above. Order of screens: Furin inh | 14-3-3 Bad PPI | KLK5 inh | Rad51 HR inh | thrombin 1536 | EBV gp42 block | eIF4E-4G inh | p47phox inh | Cl transport mod
Cc1ccc2c(CC(=O)OCn3nnc4ccccc4c3=O)coc2c1 is listed with -25 | -4 | -3 | 0 | 1 | -14 | -9 | -9 | nt
COC(=O)C1=C(C)Nc2c(c(=O)n(C)c(=O)n2C)C1c1ccc(C)cc1 (centres undefined) is listed with -16 | -7 | -3 | -4 | -24 | -22 | -1 | 4 | 0.29

The listing continues:
cpd	structure	Furin inh	14-3-3 Bad PPI	KLK5 inh	Rad51 HR inh	thrombin 1536
13	Cc1cc(/C=N/NC(N)=S)c(C)n1-c1ccc(Cl)c(Cl)c1	-7	-8[fluorescence artefact?]	-10	4	-7
14	CCOC(=O)N1CCN(Cc2nc(C3CC3)no2)CC1	-11	0	3	nt	-3
15	CC1(C)CC(=O)C2=C(C1)NC(Nc1nc3ccccc3o1)=NC2c1ccccn1 (centres undefined)	-30	-19	-12	16	-7
16	Cc1noc(C)c1C(=O)N1CCCC(C(=O)c2cccc(C(F)(F)F)c2)C1 (centres undefined)	-18	-1	nt	nt	2
17	O=C(O)C(Cc1ccccc1)N1Cc2ccccc2C1=O (centres undefined)	-20[20 µM]	8	5	-4	-3
18	COc1ccc(NC(=O)CSc2nc3ccccc3cc2Cc2ccccc2)cc1	-19[20 µM]	-7[fluorescence artefact?]	-13	4	4
19	COC(=O)C1CC(=O)c2sccc2C1 (centres undefined)	-28	0	-7	3	-1
20	Cc1ccc(S(=O)(=O)N2CCN(C)CC2)cc1[N+](=O)[O-]	-9	-1	1	-3	-5
21	CCn1ccnc1CN(C)Cc1cn(-c2ccccc2)nc1-c1ccc(OC)cc1F	-17	-12	-3	7	-5
22	COc1cc(C2Nc3c(F)cccc3C3C=CCC32)cc(Br)c1OC (centres undefined)	-11	-7	-8	-8	2
23	O=S(=O)(NCCSc1nnnn1-c1ccccc1)c1cccs1	-20[20 µM]	2	-15	-2	-1
24	COc1ccc(NC(=O)CSc2nc3nc(-c4cccs4)cc(C(F)(F)F)c3c(=O)[nH]2)c(OC)c1	-18	-4	-5	nt	2

cpd	EBV gp42 block	eIF4E-4G inh	p47phox inh	Cl transport mod
13	-5	-23	-15	-1
14	-4	-2	5	nt
15	-13	2	11	-0.22
16	-11	-3	-2	0.24
17	-9	-4[fluorescence artefact?]	-8	nt
18	-15	-11[fluorescence artefact?]	-14	nt
19	-18	-2	-4	0.86
20	-4	2[fluorescence artefact?]	-11	nt
21	-11	-2	-6	0.15
22	2	1	-6	-0.02
23	1	6	-4	-0.11
24	8	0	-31	-1.5

(more compounds)
cpd	structure	Furin inh	14-3-3 Bad PPI	KLK5 inh	Rad51 HR inh	thrombin 1536
25	O=C(Nc1cccnc1)c1cc2c(ccc3ccccc32)o1	-12[20 µM]	77*	-7	-4	-4
26	CC(C)c1nc2oc3c(NCC4CCCO4)ncnc3c2c2c1CCC2 (centres undefined)	4	0[fluorescence artefact?]	-14	6	1
27	NNC(=O)Cc1cn(-c2ncc(C(F)(F)F)cc2Cl)c2ccccc12	-24[20 µM]	-2	19	11	4
28	O=C(CCNC(=O)c1ccc(Cl)cc1)Nc1ccc(Cl)cc1F	-16	-28	-22	-1	1
29	CCc1nnc(NC(=O)CSc2nnc(CNc3cccc(C)c3)n2-c2ccccc2)s1	-24	-3	-10	-8	-1
30	COc1ccc(CCNC(=O)c2nc(-c3cccs3)no2)cc1OC	-6	22	-10	3	-4
31	CC1CC(C)CN(CC(=O)Nc2ccc3c(c2)OCCO3)C1 (centres undefined)	-16[20 µM]	61[fluorescence artefact?]	-2	-3	-9
32	COc1ccc2c(c1)cc1n2CCN2CCCN=C12	-12	-1	-18	-1	0
33	COc1ccc(-c2noc(COc3ccc4c(c3)OCO4)n2)cc1	-13[20 µM]	-8	-12	5	0
34	COc1cccc(CNC(=O)Cc2csc(Nc3nc(=S)[nH]c4ccccc34)n2)c1	-26	-12	-28	18	-6
35	CC(C)(C)c1cccc(/C=N/O)c1O	-10	2	5	1	-1
36	O=C(CN1C(=O)c2cccc3cccc(c23)C1=O)NCCN1CCOCC1	-19	-4	-7	4	3

cpd	EBV gp42 block	eIF4E-4G inh	p47phox inh	Cl transport mod
25	-19	76*	-13	-0.87
26	-7	2	-1	-0.43
27	-20	1	4	-0.05
28	-8	-3[fluorescence artefact?]	-7	-0.93
29	-22	-12	-5	nt
30	13	0	0	0.38
31	3	2	32*	-0.49
32	-21	-6	-3	nt
33	-6	-13	0	-0.08
34	-46	-3	-23	17*
35	-10	5	1	nt
36	-10	0	-2	1.8

Rewritten with one line to a screen: entries from further up
14. CCOC(=O)N1CCN(Cc2nc(C3CC3)no2)CC1
3. Cc1ccc(-c2cc(C(=O)Nc3ccc(S(=O)(=O)Nc4onc(C)c4C)cc3)[nH]n2)c(O)c1

Compound | 14 | 3
Furin inh | -11 | -12
14-3-3 Bad PPI | 0 | -8
KLK5 inh | 3 | -2
Rad51 HR inh | nt | nt
thrombin 1536 | -3 | -7
EBV gp42 block | -4 | -2
eIF4E-4G inh | -2 | 3
p47phox inh | 5 | -8
Cl transport mod | nt | 0.9

Further compounds:
cpd	structure	Furin inh	14-3-3 Bad PPI	KLK5 inh	Rad51 HR inh	thrombin 1536
37	CCNC(=O)COC(=O)/C=C/c1c(C)nn(Cc2cccc(OC)c2)c1Cl	-22	-4	9	nt	-2
38	Cc1nc2ccccn2c1C(=O)NNC(=S)Nc1ccc(Cl)cc1	-34	-3	-34	22	4
39	Cc1oc(C)c2c(=O)ccc3c(c12)OC(N)=C(C#N)C3c1ccc(F)cc1 (centres undefined)	-8	-5	3	-39	4
40	COc1cccc(N=Cc2ccc(O)cc2O)c1	-19	8[fluorescence artefact?]	-11	nt	-3
41	CC(=O)c1ccccc1NS(=O)(=O)c1ccccc1Cl	-22	-2	-10	4	-3
42	O=C(NC(=S)Nc1ccccc1)c1cc(-c2ccccc2)nc2ccccc12	-13[20 µM]	-12	-2	0	2
43	Cc1ccccc1NC(=O)c1c(C)nn(-c2ccccc2)c1Cl	-20	-14	-15	2	-5
44	Cc1ccnc(NS(=O)(=O)c2ccc(NC(=O)c3ccc([N+](=O)[O-])s3)cc2)n1	-10	0	0	-2	-4
45	COc1ccc2sc3c(=O)[nH]c4ccccc4c3c2c1	-18[20 µM]	38[fluorescence artefact?]	-4	0	-2
46	O=C1c2ccccc2C(=O)C1(CO)c1ccccc1	-20	-14	2	2	-8
47	NC(=O)C1CCN(S(=O)(=O)c2cccc(C(=O)O)c2)CC1	4[20 µM]	-14[fluorescence artefact?]	-26	-9	-6
48	COc1ccccc1CNC(=O)C1CCN(S(=O)(=O)c2ccc3c(c2)OCCCO3)CC1	-4	-3	-4	-3	2

cpd	EBV gp42 block	eIF4E-4G inh	p47phox inh	Cl transport mod
37	-1	2	-3	nt
38	-3	6	-17	0.18
39	-23	2	-28	-1.7
40	22	3[fluorescence artefact?]	-67	0.31
41	13	0	-4	-0.099
42	-4	-3	-25	18*
43	-31	1[fluorescence artefact?]	2	-0.23
44	0	-2	-45	0.57
45	-8	-39[fluorescence artefact?]	-2	0.08
46	-3	4	-7	-1.6
47	-7	-5[fluorescence artefact?]	-5	-0.59
48	-27	1	-18	-0.96

3 compounds out of the list, arranged by count of non-hydrogen atoms, low to high.
cpd	structure	Furin inh	14-3-3 Bad PPI	KLK5 inh	Rad51 HR inh	thrombin 1536
46	O=C1c2ccccc2C(=O)C1(CO)c1ccccc1	-20	-14	2	2	-8
47	NC(=O)C1CCN(S(=O)(=O)c2cccc(C(=O)O)c2)CC1	4[20 µM]	-14[fluorescence artefact?]	-26	-9	-6
43	Cc1ccccc1NC(=O)c1c(C)nn(-c2ccccc2)c1Cl	-20	-14	-15	2	-5

cpd	EBV gp42 block	eIF4E-4G inh	p47phox inh	Cl transport mod
46	-3	4	-7	-1.6
47	-7	-5[fluorescence artefact?]	-5	-0.59
43	-31	1[fluorescence artefact?]	2	-0.23

Further entries:
cpd	structure	Furin inh	14-3-3 Bad PPI	KLK5 inh	Rad51 HR inh	thrombin 1536
49	COC(=O)CC1NCCNC1=O (centres undefined)	-21	2	1	-7	-4
50	O=C(NC1CCS(=O)(=O)C1)c1cn(-c2ccccc2)nc1-c1ccccc1 (centres undefined)	-18	-3	7	1	1
51	CC(=O)Nc1ccc(Nc2ncnc3ccccc23)cc1	-14	-5	-3	2	-56
52	N#CNC(N)=Nc1cccc(Cl)c1	-20	-11	-4	1	-3
53	Cc1[nH]c(=O)[nH]c(=O)c1NC(=O)c1ccc(OC(C)C)cc1	-15	4	-1	0	-6
54	COc1ccc(-c2noc(CN3CCOCC3)n2)cc1OC	-22[20 µM]	4	0	-4	1
55	CC(=O)Oc1c(S(=O)(=O)c2ccc(C)cc2)c(C)nn1C(C)(C)C	-21	-1	0	0	3
56	Cn1c(=O)c(C(=O)NC2CCCCCCC2)c(O)c2ccccc21	3	6	1	-6	2
57	O=C(Nc1ccccc1)c1cc(Cl)nc2ccccc12	-17	-13	13	1	-4
58	C=C(C)Cn1c(SCC(=O)N/N=C/c2c(O)ccc3ccccc23)nc2ccccc2c1=O	-28	-5	-9	1	0

cpd	EBV gp42 block	eIF4E-4G inh	p47phox inh	Cl transport mod
49	-2	-1	-4	-0.12
50	-2	0	-3	nt
51	-12	4	-8	-0.67
52	-13	8	-5	0.46
53	8	0	2	-0.65
54	-6	6	-1	1.3
55	2	8	-6	0.76
56	-24	5	-7	-0.51
57	13	2	2	0.11
58	-43	22	-26	-3.4
